From PubChem
RPL19A TOR yeast = yeast TOR pathway RPL19A-GFP modulation | S. cerevisiae RPL19A-GFP strain, flow cytometry, 3 h; stronger effect = lower value | percent response vs DMSO, % at 10 µM | hit rate 0.3% among 330,000 | AID 2025;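 active = percent response vs DMSO below 50%; inconclusive = fewer than 70 events counted for the yeast strain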;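 note: median channel GFP fluorescence of the barcoded RPL19A-GFP strain; ratio of sample median GFP to plate DMSO average so 100% = DMSO; lower means less RPL19A-GFP as with rapamycin TOR inhibition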
AHR activator = human AHR activation. P35869. AHR-responsive luciferase reporter cells, luminescence. activation, % at 5 µM. hit rate 2.5% among 320,000. AID 2796; in the data active = activation above about 47%;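 note: 0% = vehicle wells and 100% = reference agonist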
Target sequence (P35869 whole entry, looked up): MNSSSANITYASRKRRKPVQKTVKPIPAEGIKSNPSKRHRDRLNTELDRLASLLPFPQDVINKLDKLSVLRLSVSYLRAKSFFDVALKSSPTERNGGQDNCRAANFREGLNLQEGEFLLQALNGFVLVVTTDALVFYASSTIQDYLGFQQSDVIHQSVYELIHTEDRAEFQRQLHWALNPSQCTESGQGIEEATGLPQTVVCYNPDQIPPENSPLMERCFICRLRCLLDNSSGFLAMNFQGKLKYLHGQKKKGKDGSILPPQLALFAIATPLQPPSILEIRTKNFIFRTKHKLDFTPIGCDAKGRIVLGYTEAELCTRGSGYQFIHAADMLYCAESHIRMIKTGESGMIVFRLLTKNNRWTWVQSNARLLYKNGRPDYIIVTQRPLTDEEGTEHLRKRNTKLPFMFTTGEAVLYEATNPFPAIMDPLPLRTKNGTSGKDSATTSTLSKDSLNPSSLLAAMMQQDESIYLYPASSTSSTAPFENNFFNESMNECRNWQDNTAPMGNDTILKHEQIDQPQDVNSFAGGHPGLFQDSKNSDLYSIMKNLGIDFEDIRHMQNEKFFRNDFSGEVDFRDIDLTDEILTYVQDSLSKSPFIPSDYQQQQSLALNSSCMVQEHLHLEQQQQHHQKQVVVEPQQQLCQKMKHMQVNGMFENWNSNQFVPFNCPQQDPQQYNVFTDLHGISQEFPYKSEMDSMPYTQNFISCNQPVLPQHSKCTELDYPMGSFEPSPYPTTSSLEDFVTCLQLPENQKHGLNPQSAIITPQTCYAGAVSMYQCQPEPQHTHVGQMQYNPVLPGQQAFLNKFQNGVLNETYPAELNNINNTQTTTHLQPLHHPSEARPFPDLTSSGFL
LAP4-GFP MLPCN = modulators of TOR pathway LAP4-GFP in S. cerevisiae. S. cerevisiae LAP4-GFP multiplex, flow cytometry GFP, 3 h; median GFP as percent of DMSO wells. GFP response vs DMSO, % at 10 µM. hit rate 0.34% among 320,000;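 active = GFP response vs DMSO above a set limit, about the screen mean plus 3 SD, cut at about 150% in these data; inconclusive = under 70 cell events counted for the yeast strain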
proCasp3 act = procaspase-3 (human) activation; activation, % at 8.5 µM; hit rate 0.11% among 330,000; recombinant procaspase-3 D3A, Ac-DEVD-pNA absorbance 405 nm; P42574;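 active = activation above the mean of all tested compounds plus 3 SD, cut at about 21% in these data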;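 note: 0% = DMSO alone and 100% = DMSO wells spiked with extra 5 µM PC-3 D3A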
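Assay system: Autoprocessing-dead procaspase-3 D3A mutant enzyme; also added: Ac-DEVD-pNA; doses: one concentration, 8.5 µM nominal, 0.8% DMSO; times: 1 h compound preincubation, 2 h substrate hydrolysis at 25 °C; technique: 405 nm absorbance of p-nitroaniline, reads at 0 and 120 min; measure: % activation between DMSO and enzyme-spiked controls; repeats: single replicate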
proCasp7 act = counter-screen for procaspase-3 activators: activators of human procaspase-7 | activation, % at 8.5 µM | P55210 | recombinant procaspase-7, Ac-DEVD-pNA absorbance 405 nm; D23A/D198A/D206A triple mutant, cannot self-cleave; scale: DMSO 0, 5 µM enzyme 100 | hit rate 0.093% among 330,000 | AID 463210;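 active = percent activation above the screen-wide mean plus 3 SD, cut at about 25% in these data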
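Detection: p-Nitroaniline absorbance at 405 nm, read at 0 and 120 min; system: Uncleavable procaspase-7 mutant enzyme; evaluation: % activation from two-timepoint absorbance difference, scaled to controls; times: 1 h enzyme–compound preincubation and 2 h substrate reaction, both 25 °C; buffer or medium: Zinc-free HEPES pH 7.4 with 300 mM NaCl, 0.01% Triton X-100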
CIT2 TOR yeast = alters CIT2-GFP fluorescence in TOR pathway yeast screen. S. cerevisiae CIT2-GFP strain, flow cytometry, 3 h; 100 means same as DMSO wells. GFP response vs DMSO, % at 10 µM. hit rate 0.065% among 320,000. AID 2029;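 active = GFP response relative to DMSO above a set limit, near the screen mean plus 3 SD, cut at about 150% in these data; inconclusive = Fewer than 70 cells measured for a yeast strain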;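 note: ratio of well median GFP fluorescence to mean of DMSO wells on the plate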
MEP2-GFP yeast = alters MEP2-GFP fluorescence in TOR pathway yeast screen; S. cerevisiae MEP2-GFP strain, flow cytometry GFP, 3 h; 100% = DMSO control level; GFP response vs DMSO, % at 10 µM; hit rate 0.51% among 330,000; AID 2016;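 active = GFP response versus DMSO above a set limit, roughly screen mean plus 3 SD, cut at about 180% in these data; inconclusive = fewer than 70 cells counted for a yeast strain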;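 note: median GFP fluorescence of the barcode-gated MEP2-GFP cells per well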
AGP1 TOR yeast = yeast TOR pathway AGP1-GFP modulation; GFP response vs DMSO, % at 10 µM; S. cerevisiae AGP1-GFP multiplex flow cytometry, 3 h; GFP as percent of DMSO wells; hit rate 0.02% among 320,000; AID 2066;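 active = GFP response relative to DMSO above a set limit, near screen average plus 3 SD, cut at about 150% in these data; inconclusive = fewer than 70 cells counted for the yeast strain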;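 note: median GFP channel fluorescence of the gated AGP1 strain per well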
* = called active by the depositor; u = inconclusive; x = not tested or not shown; [ ] = dose if it differs, or a comment. Not a hit list, and some 3.5% of all compounds hit somewhere here.

SMILES	RPL19A TOR yeast	AHR activator	LAP4-GFP MLPCN	proCasp3 act	proCasp7 act	CIT2 TOR yeast	MEP2-GFP yeast	AGP1 TOR yeast
COc1cc(OC)cc(C(=O)NCC2CCCN(Cc3ccc(SC)cc3)C2)c1 (configuration not stated)	102	1	96	-3	8	100	107	101
COC(=O)C(Cc1c[nH]c2ccccc12)NC(=O)C(C)C (configuration not stated)	101	2	101	3	-1	100	107	102
CCC(=O)Nc1c(S(=O)(=O)c2ccc(C)cc2)c2nc3ccccc3nc2n1C(C)c1ccccc1 (configuration not stated)	88	2	89	26*	6	105	87	90
CC1CCCCC1N=CC1=C(O)CC(C)(C)CC1=O (configuration not stated)	90	0	88	-7	4	90	90	89
COc1ccc(CCNC(=O)c2cccs2)cc1	106	0	94	1	-2	98	108	92
CCOc1ccc(C2CC(c3ccc(OC)c(OC)c3)n3nc(N)nc3N2)cc1 (configuration not stated)	101	9	100	-1	3	94	109	102
CCOC(=O)c1ccc(NC(=S)N2CCN(c3ccccn3)CC2)cc1	95	-1	89	-2	-1	96	111	88
N#C/C(=C\c1ccc(OCc2ccccc2)cc1)C(=O)Nc1ccc(C(=O)O)cc1	100	1	99	13	-1	101	111	100
COc1cc(C(=O)Nc2ccc(N3CCN(C(=O)c4ccc(C)cc4)CC3)cc2)cc(OC)c1OC	106	-11	90	-6	-5	94	100	97
CCOc1ccc(C(=O)Cc2cc(OC)c(OC)cc2[N+](=O)[O-])cc1	97	5	102	-8	2	105	107	99
CN(CC(=O)NCCCN1CCOCC1)S(=O)(=O)c1ccc(Cl)cc1	100	-1	92	3	2	114	99	95
Cc1cc(SCc2ccccc2)nc(=O)[nH]1	65[may fluoresce violet]	1	86[may fluoresce violet]	-3	-3	u	204*[may fluoresce violet]	21[may fluoresce violet]
C[C@H]1CN=C2N(CCNC(=O)CCC3CCCCC3)[C@H](Cc3ccc(O)cc3)CN21	94	0	90	9	-8	94	90	100
COc1ccccc1CNC(=O)CCS(=O)(=O)c1ccc2c(c1)CCCN2C(C)=O	101	0	95	-1	2	98	98	95
CCOC(=O)/C(C#N)=C/c1c(N2CCN(Cc3ccc4c(c3)OCO4)CC2)nc2c(C)cccn2c1=O	92	-2	112	-5	3	87	95	104
CSc1nnc(NC(=O)c2nc(S(=O)(=O)Cc3ccc(C)cc3)ncc2Cl)s1	94	1	110	-12	-6	106	101	98
CN1C(=O)CSc2ccc(NC(=O)N3CCC(N4CCCCC4)CC3)cc21	97	3	94	-5	-4	98	103	100
CC(c1nnc(SCC(=O)N2CCc3ccccc32)n1-c1ccc(Cl)cc1)N(C)C (configuration not stated)	102	3	101	12	-1	107	107	107
CCC(=O)Nc1nc2ccc(NC(=O)c3cc(OC)c(OC)c(OC)c3)cc2s1	92	1	103	3	5	92	86	103
CCCCOc1c(Cl)cc(CNC(C)(C)CO)cc1OCC	99	2	102	2	6	99	107	99
O=C(O)c1ccc2c(c1)C(=O)N(c1ccc(Nc3ccccc3)cc1)C2=O	106	x	94	x	x	97	108	97
c1ccc2c(c1)oc1c(NCC3CCCO3)ncnc12 (configuration not stated)	99	15	99	5	-1	97	99	98
O=P(c1ccccc1)(c1ccccc1)c1nc(-c2ccccc2)oc1N1CCOCC1	103	0	115	5	-3	93	100	109
CCS(=O)(=O)N1Cc2ccccc2CC1C(=O)N(C)CC(=O)Nc1ccc(F)c(F)c1F (configuration not stated)	94	0	95	8	3	90	99	98

Whole records from above:
Entry for `CCC(=O)Nc1c(S(=O)(=O)c2ccc(C)cc2)c2nc3ccccc3nc2n1C(C)c1ccccc1` (configuration not stated) = RPL19A TOR yeast = 88; AHR activator = 2; LAP4-GFP MLPCN = 89; proCasp3 act = 26*; proCasp7 act = 6; CIT2 TOR yeast = 105; MEP2-GFP yeast = 87; AGP1 TOR yeast = 90
Entry for `CCOC(=O)/C(C#N)=C/c1c(N2CCN(Cc3ccc4c(c3)OCO4)CC2)nc2c(C)cccn2c1=O` = RPL19A TOR yeast = 92; AHR activator = -2; LAP4-GFP MLPCN = 112; proCasp3 act = -5; proCasp7 act = 3; CIT2 TOR yeast = 87; MEP2-GFP yeast = 95; AGP1 TOR yeast = 104

Additional compounds follow:
SMILES	RPL19A TOR yeast	AHR activator	LAP4-GFP MLPCN	proCasp3 act	proCasp7 act	CIT2 TOR yeast	MEP2-GFP yeast	AGP1 TOR yeast
CCOC(=O)C(C)Sc1nc(=O)n2cccc(C)c2n1 (configuration not stated)	98	1	108	5	7	107	105	103
O=C(CSc1nc2sccc2c(=O)[nH]1)N1CCN(c2ccccc2)CC1	115	5	77	-12	-6	94	105	96
CC(=O)Nc1cc(ON=C(C)C)cc([N+](=O)[O-])c1	101	11	102	11	-5	96	98	97
CC(C)NS(=O)(=O)c1ccc(CCC(=O)Nc2cc(Cl)ccc2Oc2ccccc2)cc1	102	1	97	-11	-8	117	102	93
CCNC(=S)N/N=C/c1cccs1	91	4	92	0	-6	113	80	92
CCNC(=S)N1CCC(C(=O)c2ccc(Cl)cc2)CC1	103	-4	93	7	3	104	105	101
CCOC(=O)c1nnn2c1nc(Nc1cccc(C(F)(F)F)c1)c1ccccc12	102	0	108	-8	-3	99	103	108
O=[N+]([O-])c1cc([N+](=O)[O-])c(N2CCOCC2)cc1NCc1ccccc1	99	-2	101	-1	-17	96	105	95
COc1ccc(-c2nnn(CC(=O)N(CCN3CCOCC3)C(C(=O)NC3CCCCC3)c3ccco3)n2)cc1 (configuration not stated)	100	2	98	11	7	80	102	78
Cc1ccccc1-n1c(N)cc(=O)[nH]c1=S	95	0	88	1	-1	x	93	90
Cc1ccccc1N(C(=O)c1ccco1)C(C(=O)NC1CCCC1)c1cccnc1 (configuration not stated)	101	7	91	-1	1	101	106	99
COc1cccc2[nH]c3c(N4CCc5ccccc5C4)ncnc3c12	97	30	109	13	-2	92	94	106
CCOC(=O)CSc1ncc(OC)c(Sc2ccc(Cl)cc2)n1	u	1	u	6	-5	u	u	u
CC1CCCCN1Cc1nc2ccccc2c(=O)[nH]1 (configuration not stated)	92	7	x	-8	1	88	88	87
Cc1cc(N)n(-c2cc(C)c3ccccc3n2)n1	96	23	104	3	5	92	101	98
CC(c1ccccc1)N1CC(C(=O)N2CCCC(C(N)=O)C2)CC1=O (configuration not stated)	97	2	107	5	15	99	110	102
COc1ccccc1C(=O)NNC(=O)C12CC3CC(CC(C3)C1)C2	104	21	86	2	-3	104	98	104
CCSc1oc(-c2ccco2)nc1S(=O)(=O)c1ccccc1	95	-1	97	2	-11	94	95	93
CCCCCNC(=O)C1CC=CCC1C(=O)O (configuration not stated)	95	-1	84	12	3	93	92	94
O=C(OCC(=O)N1CCCCCC1)c1ccc([N+](=O)[O-])cc1Cl	91	0	93	8	5	94	89	90
Cc1ccc(-c2nc3ncccn3c2NC(=O)C2CC2)cc1	97	11	101	4	3	99	104	98
CCC1(C)C(Nc2c(C)cccc2C)=NC(=S)N1c1ccc(NC(C)=O)cc1 (configuration not stated)	106	3	101	-2	4	103	108	103
COc1cccc(NC(=O)N2CCCC2C(=O)NCc2ccco2)c1 (configuration not stated)	106	0	106	-1	-9	101	114	105
O=[N+]([O-])c1ccc(N/N=C/c2cccc(O)c2)cc1	102	0	108	-13	-30	96	109	92
Cc1ccc(NC(=O)CCS(=O)(=O)c2ccc(Br)s2)cc1	105	10	109	-1	-15	110	114	108
COc1ccc(OC)c(N(CC(N)=O)S(=O)(=O)c2ccc(OC)c(OC)c2)c1	98	-1	97	9	-10	100	99	101
C/C(=N\Nc1cc(C(F)(F)F)ccc1Cl)c1ccccc1O	101	5	92	1	-3	96	102	93
CCC(C)c1nc2ccsc2c(N2CCOC2=O)c1-c1ccccc1 (configuration not stated)	102	2	109	1	-5	97	95	96
CN(C)c1ccc(S(=O)(=O)N2CCCCC2)cc1NC(=O)CN1C(=O)NC2(CCCC2)C1=O	103	1	107	-8	4	103	105	108
Cc1cc(NC(=O)CC(C)(C)C)nc2c1c(=O)oc1ccccc12	100	22	108	4	0	104	107	101
O=C(CNc1ccc2ccccc2c1)N/N=C/c1ccccn1	90	25	101	1	-12	86	95	89
Cc1nc2c(-c3ccc(Cl)cc3)cnn2c2c1CCC2	96	74*	109	-4	16	90	97	101
O=C(CC1C(=O)NCCN1C(=O)Nc1ccccc1)Nc1cc(Cl)ccc1Cl (configuration not stated)	97	-1	93	-1	5	97	90	106
CCCCn1c(N)c(N(CC)C(=O)c2cccc(F)c2)c(=O)[nH]c1=O	104	1	96	-11	-4	103	106	101
CCC(=S)/C=C1\Sc2ccc3ccccc3c2N1CCCS(=O)(=O)O	100	6	106	-16	-15	103	103	114
O=C(NCc1ccc(F)cc1)C(=O)NCC(c1ccco1)N1CCOCC1 (configuration not stated)	103	1	112	1	-8	104	125	109
COc1ccccc1NC(=O)CCC(=O)N/N=C(/C)c1ccc(C)cc1	106	0	93	9	12	107	105	106
CCOC(=O)c1ccc(Cl)c(S(=O)(=O)N2CCCC2)c1	99	1	95	4	-3	108	104	104
Nc1scn[n+]1Cc1cccc2cccnc12	98	17	103	-7	-10	113	101	100
O=C(NC1CCCc2ccccc21)c1n[nH]c(=O)c2ccccc12 (configuration not stated)	101	7	107	1	2	124	109	121
O=C(CN(C(=O)CNC(=O)c1ccco1)c1ccccc1F)NC1CCCCC1	103	-3	99	4	0	105	106	100
CC(=O)NNc1ncnc2c1cnn2-c1ccccc1	104	4	101	7	4	112	107	107
COc1ccc2c(c1)OC[C@H]1[C@H]2N2C(=O)CN(CC3CCCO3)C(=O)[C@@]2(C)[C@H]1c1ccccc1 (some centres not stated)	95	-1	101	-2	12	98	107	98
CCn1cc(C(=O)NC(=S)Nc2sc3c(c2C(=O)OC)CCCCCC3)cn1	94	1	83	3	4	98	85	88
Cc1ccccc1NC(=O)CCCCC(=O)Nc1ccccc1C	103	0	104	9	12	103	112	107
O=C(Cc1ccc(Cl)cc1)NC1CCS(=O)(=O)C1 (configuration not stated)	116	0	78	9	6	115	107	100
Cc1ccc(CNC(=O)CS(=O)Cc2nc(-c3ccccc3Cl)oc2C)cc1 (configuration not stated)	104	3	95	2	3	110	111	103
CC1CCc2c(sc3[nH]c(=S)n(C)c(=O)c23)C1 (configuration not stated)	106	20	107	-26	-23	109	112	105
CCn1c(NC)cc(=O)n(C)c1=O	97	0	107	2	8	93	112	92
NC(=S)N/N=C/c1cc([N+](=O)[O-])ccc1Cl	92	-5	110	6	3	95	67	86
COc1ccc(S(=O)(=O)N2CCN(CC(=O)NC(Cc3ccccc3)C(C)=O)CC2)cc1 (configuration not stated)	102	0	108	-8	21	106	106	107
Cc1ccc(S(=O)(=O)N2CCOCC2)cc1C(=O)OCC(=O)NC1CC1	97	2	98	-10	-5	98	88	101
